TrxR1 substrate: substrates of rat thioredoxin reductase 1; purified TrxR1 substrate turnover, NADPH consumption readout; Potency, µM (doses to about 114 µM), without a hit: top-dose activity change, negative = substrate turnover; 390,000 compounds, 0.01% hits; AID 588456; further: potency means the concentration at half of the fitted maximal effect; on the % scale 0 is the no-effect control and ±100 the full control effect; nearly all actives have a fitted effect of over 50% in size
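Rat TrxR1, dispensed at 90 nM, was prereduced with 400 uM NADPH (final) for 5 min at ~22 deg C, then incubated with compound 15 min before 400 uM selenite. A first-read NADPH fluorescence drop versus no-compound background flagged substrates.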
TrxR1 inh: blocks rat thioredoxin reductase 1; AID 588453; O89049; 390,000 compounds, 1% hits; Potency, µM (titrated, usually from 114 µM), for inactives: top-dose activity change, negative = inhibition, hits mostly inhibitors; recombinant rTrxR1, NADPH fluorescence consumption, selenite substrate; further: potency means the concentration at half of the fitted maximal effect; on the % scale 0 is the no-effect control and ±100 the full control effect; nearly all actives have a fitted effect of over 65% in size
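Rat TrxR1 (90 nM in the dispensed reagent) was pre-reduced with 400 uM NADPH for 5 min at room temperature, then incubated with compound for 15 min. After 400 uM selenite was added, NADPH fluorescence (Ex 340/Em 450 nm) was followed for 8 min.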
USP1-UAF1 inh: USP1/UAF1 (human) deubiquitinase inhibition; O94782; 390,000 compounds, 0.23% hits; Potency, µM (titrated, usually from 57.1 µM), for inactives: at the highest dose activity change, negative = inhibition, usual class: inhibitors; AID 743255; recombinant USP1/UAF1, Ub-Rhodamine cleavage fluorescence; further: potency means the concentration at half of the fitted maximal effect; on the % scale 0 is the no-effect control and ±100 the full control effect; nearly all actives have a fitted effect of over 60% in size; inactives centre near -12
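USP1/UAF1 complex at 1 nM was preincubated with compound for 15 min at room temperature, then Ub-Rho substrate (150nM final) was added. Fluorescence (480/540 nm) was read kinetically, 6 reads every 60 seconds.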
D2 ag: activates the human D2 dopamine receptor; P14416; HEK293 T-REx D2 cells, calcium flux agonist mode; activation, % at 2 µM; 340,000 compounds, 0.53% hits;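 active means activation over 3 SD above normal in the single-dose calcium agonist read, cut at about 30% in these data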; further: 0% is about no effect
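HEK293 Trex D2 cells, tetracycline-induced, o/n 30 C 5% CO2; no-wash Ca dye, RT 30–90 min; 10-cycle baseline, 23 nl cpd added, kinetic Ca read 180 s; agonist hits = positive Ca response.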
PI4K2A inh: blocks human PI4K2A kinase activity. Q9BTU6. purified PI4K2A, ADP-Glo luminescence, 1 h; hits give low values. activity change, negative = inhibition, % at 76.9 µM. 420,000 compounds, 0.13% hits. AID 1346378; in the data active means activity change below about -50%; inconclusive means mostly about -30% to -49%;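 further: -100% = wells without enzyme as full effect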
Target sequence (Q9BTU6 whole entry, looked up): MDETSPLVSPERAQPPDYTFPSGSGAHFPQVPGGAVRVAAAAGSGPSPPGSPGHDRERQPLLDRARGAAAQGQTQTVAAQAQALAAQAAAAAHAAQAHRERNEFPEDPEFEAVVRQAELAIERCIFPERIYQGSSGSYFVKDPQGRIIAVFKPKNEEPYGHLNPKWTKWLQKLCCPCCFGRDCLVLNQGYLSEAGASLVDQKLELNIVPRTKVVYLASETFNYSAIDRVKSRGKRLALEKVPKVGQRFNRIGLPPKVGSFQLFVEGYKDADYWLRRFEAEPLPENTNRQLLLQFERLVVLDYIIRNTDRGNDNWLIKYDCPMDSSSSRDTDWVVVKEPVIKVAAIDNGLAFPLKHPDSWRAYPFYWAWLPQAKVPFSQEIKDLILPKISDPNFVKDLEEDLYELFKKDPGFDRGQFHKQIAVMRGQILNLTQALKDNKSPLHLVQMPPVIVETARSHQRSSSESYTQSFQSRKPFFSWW
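ADP-Glo luminescence measured ADP generated by PI4K2A enzyme (4 ug/mL before mixing) with 1.2 mM PI substrate (pre-mix) and 300 microM ATP (pre-mix). Tris pH7.5 buffer with MgCl2, Triton X-100; 1 h reaction at ambient temperature.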
TRHR enhancer: allosterically enhances the human TRH receptor; AID 493056; TRHR cells, fluo-8 calcium fluorescence, EC20 TRH enhancement; enhancement, % at 2 µM; 360,000 compounds, 0.66% hits; in the data active means enhancement above about 30%; further: 0% is about no effect
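Enhancer read-out: after compound pinning and an initial kinetic agonist-mode read, an EC20 of TRH (10 nM final) was injected and fluo-8 calcium signal (Ex 480/Em 530) followed at 1 s/cycle for 100 cycles in TRHR-expressing cells.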
TRHR agonist: agonists of human TRH receptor; AID 493084; P34981; 360,000 compounds, 0.18% hits; TRHR cells, calcium flux fluo-8, FDSS agonist mode; activation, % at 2 µM; in the data active means activation above about 30%; further: 0% is about no effect
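Agonist-mode FDSS calcium read (Ex 480/Em 530, 1 s cycles) in 1536-well TRHR cells with fluo-8 dye, after 10-cycle baseline and 23 nL compound addition; TRH at EC20 (10 nM final) added afterwards for the enhancer phase.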
mIDH1 inhibitor: blocks human mutant IDH1 R132H enzyme; O75874; IDH1-R132H enzyme, NADPH consumption, diaphorase/resazurin fluorescence; Potency, µM (series often up to 76.6 µM), for the others: at the top dose activity change, negative = inhibition, most hits filed as inhibitors; 390,000 compounds, 0.093% hits; AID 602179; further: potency means the concentration at half of the fitted maximal effect; on the % scale 0 is the no-effect control and ±100 the full control effect; nearly all actives have a fitted effect of over 65% in size
Target sequence (O75874 whole entry R132H, stated change not applied): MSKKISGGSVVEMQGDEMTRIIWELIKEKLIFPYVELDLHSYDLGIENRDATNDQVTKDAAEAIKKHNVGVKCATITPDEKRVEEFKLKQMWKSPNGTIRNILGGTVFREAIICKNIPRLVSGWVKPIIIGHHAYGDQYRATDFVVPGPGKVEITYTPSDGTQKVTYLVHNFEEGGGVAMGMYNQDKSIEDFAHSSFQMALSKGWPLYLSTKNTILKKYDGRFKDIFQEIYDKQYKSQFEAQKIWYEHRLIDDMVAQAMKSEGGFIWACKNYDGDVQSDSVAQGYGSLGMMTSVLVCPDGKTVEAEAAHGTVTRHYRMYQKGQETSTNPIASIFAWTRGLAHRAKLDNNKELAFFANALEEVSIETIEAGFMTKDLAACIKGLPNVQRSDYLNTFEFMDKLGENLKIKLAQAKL
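IDH1-R132H (0.5 ug/mL dispensed) in pH 7.5 Tris buffer was preincubated 30 min with compound, then given a substrate mix of 0.016 mM NADPH and 2 mM alpha-KG for 80 min at room temperature; remaining NADPH was read by diaphorase/resazurin fluorescence.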
D2 antagonist: D2 dopamine receptor (human) antagonism; inhibition, % at 10 µM; HEK293 TREx D2 cells, calcium flux, dopamine EC80; P14416; AID 485344; 340,000 compounds, 2% hits; in the data active means inhibition above about 30%; further: 0% is about no effect
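Antagonism is scored as inhibition of an EC80 dopamine-evoked calcium signal in a force-coupled, tetracycline-inducible HEK293 T-REx D2 line, with compound present 180 s before agonist.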
* hit, by the source's call; u = inconclusive; x = not tested or not shown; [ ] = remark or other dose. Unless noted, the call rests on the fitted dose curve; in most records, active means well fitted inhibition curve with a large enough effect; inconclusive means small, poorly fitted or top-dose-only effect; inactive means no such curve, though single readings can be large or run the other way.

SMILES | TrxR1 substrate | TrxR1 inh | USP1-UAF1 inh | D2 ag | PI4K2A inh | TRHR enhancer | TRHR agonist | mIDH1 inhibitor | D2 antagonist
CCOCCCn1cc(C(=O)c2cc(Br)ccc2O)cc(C#N)c1=O | 6%[57.1 µM] | 17%[57.1 µM] | -4% | -0.6 | 4 | 5 | -0.1 | 9% | -15
CN(C)CCN(Cc1ccccc1)S(=O)(=O)c1ccc2[nH]c(=O)ccc2c1 | 5%[57.1 µM] | 18%[57.1 µM] | -23% | 1.5 | -2 | 4 | 0.6 | -7% | x
Cn1cc(C(=O)C(=O)N2CCOCC2)c2ccccc21 | -6% | 11% | 1% | 1.2 | -2 | -4 | 0.7 | -5% | 10
Cc1ccc(/C=C/C(=O)NCCCN2CCN(CCCNC(=O)/C=C/c3ccc(C)o3)CC2)o1 | -7% | -30% | -15% | -0.5 | 0 | 0 | -0.2 | -2% | -13
O=C(NCC1CCCO1)C1CC(=O)N(C2CCCC2)C1 (stereo not given) | 6%[57.1 µM] | 4%[57.1 µM] | -16% | 1.1 | 2 | -7 | 0.4 | 6% | 0
O=C1CCCN1CCCNc1ccc(S(=O)(=O)N2CCCCC2)cn1 | 12% | 14% | -3% | -0.5 | -4 | 4 | 1.0 | 10% | 3
c1ccc(Cc2nnc3sc(-c4ccco4)nn23)cc1 | -3% | -6% | -13% | 0.3 | -4 | -17 | 0.1 | 7% | 2
Oc1ccccc1-c1cncn1Cc1ccccc1 | 13%[57.1 µM] | 22%[57.1 µM] | -5% | 0.1 | 1 | 3 | -0.4 | 8% | -4
COc1ccc(/C=C/C(=O)NC(=S)NNC(=O)c2ccco2)cc1 | -13% | u | -5% | x | 1 | -6 | -0.2 | 7% | x
Cc1ccccc1Nc1nc(-c2sc(NC(=O)c3ccc([N+](=O)[O-])cc3)nc2C)cs1 | x | x | x | -0.7 | x | 14 | 0.1 | x | -1

Part of the list above in a different format.
Values in the order: TrxR1 substrate | TrxR1 inh | USP1-UAF1 inh | D2 ag | PI4K2A inh | TRHR enhancer | TRHR agonist | mIDH1 inhibitor | D2 antagonist
CCOCCCn1cc(C(=O)c2cc(Br)ccc2O)cc(C#N)c1=O
→ 6%[57.1 µM] | 17%[57.1 µM] | -4% | -0.6 | 4 | 5 | -0.1 | 9% | -15
Oc1ccccc1-c1cncn1Cc1ccccc1
→ 13%[57.1 µM] | 22%[57.1 µM] | -5% | 0.1 | 1 | 3 | -0.4 | 8% | -4
Cc1ccccc1Nc1nc(-c2sc(NC(=O)c3ccc([N+](=O)[O-])cc3)nc2C)cs1
→ x | x | x | -0.7 | x | 14 | 0.1 | x | -1
O=C1CCCN1CCCNc1ccc(S(=O)(=O)N2CCCCC2)cn1
→ 12% | 14% | -3% | -0.5 | -4 | 4 | 1.0 | 10% | 3
O=C(NCC1CCCO1)C1CC(=O)N(C2CCCC2)C1 (stereo not given)
→ 6%[57.1 µM] | 4%[57.1 µM] | -16% | 1.1 | 2 | -7 | 0.4 | 6% | 0
CN(C)CCN(Cc1ccccc1)S(=O)(=O)c1ccc2[nH]c(=O)ccc2c1
→ 5%[57.1 µM] | 18%[57.1 µM] | -23% | 1.5 | -2 | 4 | 0.6 | -7% | x

New compounds follow:
SMILES | TrxR1 substrate | TrxR1 inh | USP1-UAF1 inh | D2 ag | PI4K2A inh | TRHR enhancer | TRHR agonist | mIDH1 inhibitor | D2 antagonist
Cc1ccc(NC2=NCC(=O)N2C2CCCC2)cc1C | 13%[57.1 µM] | 31%[57.1 µM] | -20% | -1.6 | 1 | 2 | -1.4 | 5% | 24
O=C(COC(=O)CNC(=O)c1cccc(OC(F)F)c1)NCc1ccc2c(c1)OCO2 | -1% | 15% | -15% | x | 0 | x | x | -6% | x
CC1CC(C)CN(C(=O)C2CCC(CNS(=O)(=O)c3ccccc3)CC2)C1 (stereo not given) | 1% | 15% | -21% | -0.4 | 1 | -3 | 0.0 | 1% | 2
N#Cc1ccc(N2CCN(c3ccc(F)cc3)CC2)cc1 | 20% | 16% | -6% | -0.8 | 6 | -1 | 0.6 | 9% | -19
CCn1c(=O)n(CC(=O)Nc2cc(OC)ccc2OC)c(=O)c2ccccc21 | 8%[11.4 µM] | 2%[11.4 µM] | -2% | x | -6 | -4 | -0.7 | -1% | x
O=C(NCCS(=O)(=O)N1CCN(c2ccccc2)CC1)C1CCCC1 | 2%[57.1 µM] | 9%[57.1 µM] | -11% | 1.3 | -2 | 6 | -0.4 | -3% | 10
CC(=O)O[C@@H](C[C@@H](C)C1=C2C[C@H](O)C3[C@@]4(C)CCC(=O)C(C)(C)C4CC[C@]3(C)[C@@]2(C)CC1)[C@H]1OC1(C)C (stereo not given in full) | -4% | -2% | -22% | x | 0 | x | x | u | x
O=C(NC1CCCC1)C1CCCN1C(=O)Nc1ccccc1 (stereo not given) | -6%[57.1 µM] | 20%[57.1 µM] | -21% | 0.8 | 0 | 1 | -0.2 | 5% | 0
Nn1c(-c2ccc(F)cc2)nc2ccccc2c1=O | 8% | 24% | -20% | -0.5 | 3 | -2 | 0.1 | 0% | -11
O=C(Cc1ccc(Cl)cc1)NNS(=O)(=O)c1ccc([N+](=O)[O-])cc1 | -6% | -9% | -4% | -0.2 | -4 | 4 | 0.3 | 3% | -1
COc1cccc(/C=N/NC(=O)c2ccccc2)c1OS(=O)(=O)c1ccccc1 | -7% | 14% | -23% | -0.2 | -4 | -2 | 0.0 | 3% | -7
N/C(=N/OC(=O)c1cccc([N+](=O)[O-])c1)c1cccc([N+](=O)[O-])c1 | -5%[57.1 µM] | 15%[57.1 µM] | -15% | -0.1 | -3 | 2 | 0.4 | 1% | -12
Cc1cc(C(=O)OCC(=O)NCCc2ccccc2)c2ccccc2n1 | -8% | -5% | -9% | -0.7 | -6 | 1 | -0.2 | 6% | 11
CC1=C(c2ccc(C)c(C)c2)S(=O)(=O)N(Cc2ccc(C(=O)NCc3ccccc3F)cc2)C1=O | 68%[activator] | 65%[activator] | -11% | 0.7 | 2 | -5 | 0.9 | 19% | x
Cc1c(NC(=O)N(C)C)c(=O)n(-c2ccccc2)n1C | -9% | -8% | -7% | 0.0 | -4 | 16 | -0.5 | -3% | 5
C=CCC1(CC=C)CCCN1C(=O)c1cc(COc2ccccc2SC)on1 | 7% | 17% | -14% | 1.9 | -6 | 4 | 2.2 | 5% | -6
O=C(NCc1ccco1)C(c1ccncc1)N(C(=O)Cc1cccs1)c1ccccc1 (stereo not given) | -8% | -19% | -12% | -0.7 | 0 | -14 | -0.7 | -9% | -9
CC(C)(C)N1C(=O)c2ccc(C(=O)Nc3ccc(C(=O)O)cc3)cc2C1=O | -2% | 5% | -4% | 0.8 | 0 | -1 | 0.5 | 4% | -1
COC(=O)[C@@H]1CC[C@H](C)[C@@H](c2ccc(C)cc2)N1C(=O)c1ccc(/C=N/O[C@@H](C)c2cn([C@H](CO)Cc3ccccc3)nn2)cc1 | x | x | x | -3.4 | x | 3 | 0.2 | x | -28
Cc1cc(NC(=O)CN2C(=O)NC(C)(c3ccc(Cl)cc3)C2=O)no1 (stereo not given) | -5% | 12% | -11% | 1.6 | 13 | 7 | 0.8 | -5% | -16

Record cards, from the list above. Order of values: TrxR1 substrate | TrxR1 inh | USP1-UAF1 inh | D2 ag | PI4K2A inh | TRHR enhancer | TRHR agonist | mIDH1 inhibitor | D2 antagonist
Listed for C=CCC1(CC=C)CCCN1C(=O)c1cc(COc2ccccc2SC)on1 → 7% | 17% | -14% | 1.9 | -6 | 4 | 2.2 | 5% | -6
Listed for Cn1cc(C(=O)C(=O)N2CCOCC2)c2ccccc21 → -6% | 11% | 1% | 1.2 | -2 | -4 | 0.7 | -5% | 10

(next part)
SMILES | TrxR1 substrate | TrxR1 inh | USP1-UAF1 inh | D2 ag | PI4K2A inh | TRHR enhancer | TRHR agonist | mIDH1 inhibitor | D2 antagonist
O=[N+]([O-])C(=C1NCCN1)C(Cl)=C(Cl)Cl | -7% | -6% | 2% | -0.8 | 2 | 3 | 1.0 | -5% | 6
CCc1cccc(NC(=O)CSc2nnc(Cc3ccc(OC)cc3)c(=O)[nH]2)c1 | 5% | 16% | -28% | -0.8 | -1 | -8 | -0.1 | -1% | 0
CCOC(=O)C1CCN(c2c(C(=O)c3ccccc3)cnc3ccc(CC)cc23)CC1 | 1%[57.1 µM] | 14%[57.1 µM] | -22% | -0.1 | -5 | 2 | -1.0 | -8% | 13
O=c1cc(-c2ccc(F)cc2F)[nH]c2ccccc12 | x | x | x | -2.0 | x | 8 | -0.5 | x | 2
COc1ccc2oc(C(=O)OCc3nnc(-c4ccccc4)o3)c(C)c2c1 | 17% | 26% | -1% | 0.5 | -4 | 0 | 1.1 | 4% | -23
COc1cc(NC(=O)c2cc3c(=O)oc4ccc(C)cc4c3s2)cc(OC)c1OC | 6% | 8% | -9% | 0.7 | -2 | 11 | -0.2 | 11% | x
CC(/C=N\NC(=O)c1cccnc1)c1ccccc1 (stereo not given) | 7% | 13% | 6% | x | -3 | x | x | -1% | x
COCCc1nn2c(=O)cc(COC(=O)c3ccco3)nc2s1 | 1%[57.1 µM] | 10%[57.1 µM] | -11% | -2.0 | 0 | 10 | 0.9 | -4% | x
CCn1c(CC(=O)Nc2cccc(OC)c2)nnc1SCC(=O)Nc1nccs1 | 4% | 19% | -4% | x | 4 | 2 | -0.1 | -2% | x
O=C(CCC(=O)c1cccs1)NNC(=O)c1ccccc1Cl | 2% | u | -19% | 1.0 | -7 | -1 | 0.2 | -9% | -5
COc1ccc(C2C(C(=O)N3CCC(C(N)=O)CC3)CC(=O)N2c2ccc(OC)cc2)cc1 (stereo not given) | 2% | 12% | -6% | -0.2 | 3 | 2 | 0.5 | 2% | -2
NS(=O)(=O)c1ccc(NNC(=O)c2ccccc2)cc1 | -8% | -13% | -6% | 0.9 | 5 | 8 | -0.5 | -9% | -8
O=C(Oc1ccc(-c2nnco2)cc1)c1ccc(Br)o1 | -2% | -2% | 1% | 1.1 | 3 | -2 | -0.5 | -9% | 2

Compound activity (PubChem BioAssay)

This is a random part of the collection; overall some 3.9% were active at least once.
